Pol beta inh: inhibitors of human DNA polymerase beta. Pol beta primer extension/strand displacement, fluorescence kinetic. AID 485314. 1.3% of 340,000 active. Potency, µM (titrated, usually from 114 µM), for inactives: at the top dose activity change, negative = inhibition, actives largely listed as inhibitors; note: % is set by controls: 0 for no effect and ±100 for the full control effect
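Values derive from four-parameter Hill fits of normalized kinetic data: reads at 0 and 10 min following addition of 50 nM substrate to 10 nM Pol beta preincubated 15 min with compound.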
POLH inh: DNA polymerase eta (human) inhibition | Q9Y253 | recombinant Pol eta, fluorescent DNA replication assay | Potency, µM (titrated, usually from 114 µM), inactives show top-dose activity change, negative = inhibition, most hits filed as inhibitors | 1.2% of 390,000 active | AID 588591; note: % is set by controls: 0 for no effect and ±100 for the full control effect
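Pol eta (10 nM) was preincubated with compounds for 15 min at room temperature, after which fluorescent replication substrate (50 nM final) was added to start the reaction. Fluorescence was read kinetically at 0 and 10 min.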
Apoferritin bind: binds horse apoferritin like a general anesthetic | apoferritin/1-aminoanthracene competitive binding, fluorescence | Potency, µM (doses to about 77.5 µM), inactives show at the top dose activity change, negative = displacement, actives largely listed as inhibitors | 0.074% of 350,000 active; note: % is set by controls: 0 for no effect and ±100 for the full control effect; nearly all actives have a fitted effect of over 20% in size
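Horse-spleen apoferritin (10 uM) was mixed with 50% saturated 1-aminoanthracene in PBS, exposed to compounds for 10 min at room temperature, and read for fluorescence (ex 380 nm, em 535 nm). Competitive displacement was fitted with a four-parameter Hill equation.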
APE1 inh: APE1 (human) endonuclease inhibition; P27695; recombinant APE1, TAMRA/BHQ-2 abasic DNA cleavage fluorescence; Potency, µM (titrated, usually from 65.8 µM), for the others: top-dose activity change, negative = inhibition, hits mostly inhibitors; 0.35% of 350,000 active; AID 2517;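 note: plate controls were vehicle for no effect and reference inhibitor for full effect; nearly all actives have a fitted effect of over 55% in size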
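APE1 at 0.75 nM final was preincubated with compound 15 min at room temperature, then 50 nM double-stranded THF abasic-site substrate (5'-TAMRA/3'-BHQ-2) was added. Fluorescence (ex 525/em 598 nm) was read kinetically; third-minus-first read gave activity.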
BLM helicase inh: Bloom syndrome helicase (human) inhibition; AID 2528; 0.2% of 350,000 active; Potency, µM (series often up to 56.1 µM), for the others: at the top dose activity change, negative = inhibition, most hits filed as inhibitors; P54132; recombinant BLM DNA unwinding, fluorescence dequenching;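 note: plate controls were vehicle for no effect and no enzyme for full effect; nearly all actives have a fitted effect of over 35% in size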
BAZ2B block: blocks human BAZ2B | Potency, µM (highest dose often 114 µM), for inactives: at the top dose activity change, negative = inhibition, actives largely listed as inhibitors | 4.4% of 360,000 active | Q9UIF8 | AlphaScreen BAZ2B-H3K14Ac peptide displacement; note: % is set by controls: 0 for no effect and ±100 for the full control effect; nearly all actives have a fitted effect of over 60% in size
Target sequence (Q9UIF8 whole entry, looked up): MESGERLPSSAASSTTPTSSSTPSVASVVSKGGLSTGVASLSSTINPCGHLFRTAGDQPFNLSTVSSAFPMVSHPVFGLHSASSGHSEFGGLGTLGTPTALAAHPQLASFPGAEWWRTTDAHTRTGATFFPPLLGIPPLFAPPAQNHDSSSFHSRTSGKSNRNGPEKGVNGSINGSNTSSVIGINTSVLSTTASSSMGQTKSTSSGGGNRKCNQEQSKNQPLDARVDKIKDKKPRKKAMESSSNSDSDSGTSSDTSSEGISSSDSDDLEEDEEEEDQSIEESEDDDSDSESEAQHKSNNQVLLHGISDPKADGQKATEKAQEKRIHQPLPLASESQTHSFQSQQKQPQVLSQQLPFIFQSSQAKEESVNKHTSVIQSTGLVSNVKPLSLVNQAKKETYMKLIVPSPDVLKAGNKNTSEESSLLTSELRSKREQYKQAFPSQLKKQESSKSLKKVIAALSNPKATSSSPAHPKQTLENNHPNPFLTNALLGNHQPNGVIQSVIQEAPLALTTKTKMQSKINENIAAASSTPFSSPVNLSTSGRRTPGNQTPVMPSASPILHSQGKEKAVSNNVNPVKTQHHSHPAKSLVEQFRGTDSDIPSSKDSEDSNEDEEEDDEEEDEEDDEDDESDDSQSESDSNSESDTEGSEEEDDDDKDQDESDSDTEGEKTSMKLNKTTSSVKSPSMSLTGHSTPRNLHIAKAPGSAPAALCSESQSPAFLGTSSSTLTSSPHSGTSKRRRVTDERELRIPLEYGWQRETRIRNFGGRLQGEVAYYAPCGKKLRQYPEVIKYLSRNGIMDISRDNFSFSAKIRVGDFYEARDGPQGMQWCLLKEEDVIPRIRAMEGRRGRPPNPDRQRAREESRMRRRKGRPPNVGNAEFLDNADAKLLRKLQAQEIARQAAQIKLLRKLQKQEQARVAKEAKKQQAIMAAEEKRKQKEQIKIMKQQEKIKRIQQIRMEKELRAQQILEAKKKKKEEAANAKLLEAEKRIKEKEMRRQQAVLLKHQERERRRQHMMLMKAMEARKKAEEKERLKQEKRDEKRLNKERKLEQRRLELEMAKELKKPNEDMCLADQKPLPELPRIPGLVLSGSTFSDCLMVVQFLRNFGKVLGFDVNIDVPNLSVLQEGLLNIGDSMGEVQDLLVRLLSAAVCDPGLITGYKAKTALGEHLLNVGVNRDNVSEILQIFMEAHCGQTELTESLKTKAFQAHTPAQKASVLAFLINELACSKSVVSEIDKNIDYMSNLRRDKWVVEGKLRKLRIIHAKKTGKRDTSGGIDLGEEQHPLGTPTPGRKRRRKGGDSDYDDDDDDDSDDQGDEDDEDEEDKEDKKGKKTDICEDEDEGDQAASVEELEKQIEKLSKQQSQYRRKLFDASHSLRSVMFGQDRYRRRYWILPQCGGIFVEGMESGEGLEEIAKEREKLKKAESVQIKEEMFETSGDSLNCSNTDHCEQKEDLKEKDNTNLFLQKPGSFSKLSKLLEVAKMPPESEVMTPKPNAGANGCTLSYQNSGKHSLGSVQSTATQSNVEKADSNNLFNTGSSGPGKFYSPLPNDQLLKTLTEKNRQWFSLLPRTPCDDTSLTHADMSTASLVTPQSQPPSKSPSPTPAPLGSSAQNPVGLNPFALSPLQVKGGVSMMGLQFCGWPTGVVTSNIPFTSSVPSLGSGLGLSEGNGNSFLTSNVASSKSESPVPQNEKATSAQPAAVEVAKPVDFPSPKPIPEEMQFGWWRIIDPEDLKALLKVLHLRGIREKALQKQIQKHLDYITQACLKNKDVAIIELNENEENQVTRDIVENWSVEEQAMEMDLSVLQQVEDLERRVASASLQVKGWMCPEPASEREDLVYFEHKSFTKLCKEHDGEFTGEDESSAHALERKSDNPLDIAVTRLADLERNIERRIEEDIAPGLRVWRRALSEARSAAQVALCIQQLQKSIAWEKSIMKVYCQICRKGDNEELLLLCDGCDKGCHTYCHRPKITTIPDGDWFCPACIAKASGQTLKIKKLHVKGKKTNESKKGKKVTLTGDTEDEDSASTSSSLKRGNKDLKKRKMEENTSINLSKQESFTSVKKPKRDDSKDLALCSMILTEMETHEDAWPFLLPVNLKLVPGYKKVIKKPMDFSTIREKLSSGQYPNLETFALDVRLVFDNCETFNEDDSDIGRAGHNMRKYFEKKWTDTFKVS
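BAZ2B 50 nM plus b-H3(5-23)K14Ac 50 nM, PBS pH 7.4/0.01% Tween-20, 30 min RT; compound added (max 110 uM), 30 min RT; streptavidin donor/Ni-chelate acceptor beads 10 ug/mL final, 20 min dark; AlphaScreen read.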
G9a inh: G9a (human) methyltransferase inhibition. Q96KQ7. G9a H3K9 monomethylation, AlphaScreen, 2 h. Potency, µM (titrated, usually from 102 µM), inactives show top-dose activity, negative = inhibition, most hits filed as inhibitors. 8.8% of 350,000 active; note: % is set by controls: 0 for no effect and ±100 for the full control effect; nearly all actives have a fitted effect of over 75% in size
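Signal arises when biotinylated H3K9 peptide, once monomethylated, bridges streptavidin donor and antibody-captured acceptor beads. Enzyme at 20 nM was preincubated 15 min with test compounds; peptide 500 nM and SAM 20 uM then reacted for 2 h.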
POLI inh: blocks human DNA polymerase iota activity; Q9UNA4; Pol iota fluorescent replication assay, 10 min; Potency, µM (titrated, usually from 115 µM), for inactives: top-dose activity, negative = inhibition, usual class: inhibitors; 1% of 390,000 active
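Pol iota at 10 nM preincubated 15 min with compounds at room temperature; reaction started with fluorescent substrate, 50 nM final. Fluorescence read kinetically at 0 and 10 min; buffer-only wells as negative control.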
Pol kappa inh: DNA polymerase kappa (human) inhibition; Q9UBT6; purified Pol kappa, fluorescent DNA synthesis assay, 10 min; Potency, µM (top dose mostly 107 µM), inactives show top-dose activity, negative = inhibition, hits mostly inhibitors; 0.53% of 400,000 active; note: % is set by controls: 0 for no effect and ±100 for the full control effect
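10 nM Pol kappa was preincubated with compounds for 15 min at room temperature. Reaction started with 50 nM (final) substrate. Fluorescence read kinetically at 0 and 10 min.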
Active calls of the source: *; ? = inconclusive; . = no result given; & = joins results of further samples; [ ] = dose if it differs, or a comment. Calls come from the whole dose curve; as a rule, active = well fitted curve in the direction sought with a large enough effect; inconclusive = small, poorly fitted or top-dose-only effect, or another doubt; inactive = no such curve, though single readings can be large; an effect the other way counts as inactive or inconclusive. Potency is the fitted concentration of half-maximal effect. Some of the compounds tested; count on the stated rates, not on these rows.

SMILES	Pol beta inh	POLH inh	Apoferritin bind	APE1 inh	BLM helicase inh	BAZ2B block	G9a inh	POLI inh	Pol kappa inh
CC(C)CC(=O)Nc1ccccc1N1CCOCC1	-27%	-10%	-17%	1%	-4%	13%	?	-2%	5%
Cc1cc(C)c(S(=O)(=O)Nc2cc(-c3cn4ccccc4n3)ccc2C)cc1C	20%	-4%	-16%	.	-4%	-25%	?	-2%	-5%
O=S(=O)(c1ccccc1)N1CCCC1c1nc2ccccc2s1 (stereo not drawn)	26%	-6%	0%	1%	-7%	9%	12%	0%	-8%
COC(=O)[C@@H]1C[C@H]1[C@@H](NC(=O)c1ccccc1)c1ccccc1	8%	-10%	-2%&-5%	13%&-8%	6%&-2%	2%	-2%	3%	-17%
CC(C)n1cc(C(=O)c2ccccc2O)cc(C#N)c1=O	6%	-4%	-8%	-3%	-1%	.	-13%	-7%	-2%
Cc1nn2c(C)c(C(=O)NC(C)c3ccccc3)cnc2c1-c1ccc(F)cc1 (stereo not drawn)	5%	-23%	-4%	.	-2%	-1%	13%[59 µM]	-6%	4%
Cc1ccc(C(=O)C2CCN(S(=O)(=O)c3c(C)noc3C)CC2)cc1	29%	-13%	-7%	-1%	-8%	-1%	2%	54%[activator]	4%
COC(=O)c1ccc(/C=N/NC(=O)C(=O)N2CCCCCC2)cc1	17%	-20%	-7%	26%	-3%	-13%	2%	61%[activator]	2%
O=C(Nc1ccc2nc(-c3ccco3)[nH]c2c1)c1ccco1	?	-19%	0%	9%	-13%	?	71µM*	?	-14%
C/C(=N\OCC(=O)Nn1c(=O)[nH]c2ccccc2c1=O)c1cccs1	-6%	-9%	-5%	6%	-2%	-17%	0%	-14%	0%
COc1cccc(NC(=O)Nc2nnc(Cc3ccccc3F)s2)c1	-9%	-2%	-11%	6%	-4%	0%	19%[2.33 µM]	?	-5%
CC(=O)c1ccccc1N(C(=O)c1ccco1)C(C(=O)NC1CCCC1)c1ccc(N2CCOCC2)cc1 (stereo not drawn)	17%	-17%	-6%	0%	1%	-11%	.	105%[activator]	2%
CCC(c1nnnn1Cc1ccc2c(c1)OCO2)N1CCN(c2ccccc2)CC1 (stereo not drawn)	-18%	-13%	-7%	0%	-9%	?	-26%[12.7 µM]	17%	-2%
C=CCNC(=O)CN(Cc1ccccc1)S(=O)(=O)c1ccccc1	25%	-8%	4%	4%	-1%	?	0%	13%	-2%
c1ccc(-c2cncn2-c2ccccc2)cc1	.	-16%	.	-18%	.	50µM*	2%[2.33 µM]	-7%	13%
COCCN(CC(=O)Nc1cccc(C)c1C)C(=O)Cn1c(=O)cnc2ccccc21	.	-17%	.	29%	.	-2%	4%[12.7 µM]	31%[activator]	-1%
C=CCOc1ccc(/C=C/C(=O)OC(C)C(=O)Nc2ccc(NC(C)=O)cc2)cc1 (stereo not drawn)	.	-7%	.	-11%	.	-3%	-1%	5%	-8%
COc1ccc2[nH]cc(CCNC(=O)c3cnn(-c4ccccc4Cl)c3C3CCN(C(=O)OC(C)(C)C)CC3)c2c1	20%	-23%	-1%	.	-13%	?	?	-2%	2%
CCCC(C)C(=O)Nc1ccc(Cl)cc1Cl (stereo not drawn)	-1%	-18%	?	2%	-3%	11%	7%	-13%	-8%
Cn1c(SCC(=O)c2ccc(F)cc2)nc2cccnc21	32%	-9%	-20%	0%	-1%	5%	-40%	?	3%
Cc1cc(C)cc(NC(=O)C(Cc2ccccc2)N2Cc3ccccc3C2=O)c1 (stereo not drawn)	-10%	-4%	58%[activator]	.	-3%	1%	-12%[59 µM]	-16%	-5%
Cc1ccc2cc(C(c3nnnn3C3CCCC3)N(Cc3cccnc3)Cc3ccco3)c(=O)[nH]c2c1 (stereo not drawn)	-13%	-11%	-10%	-5%	-4%	-37%	20µM*	14%	-12%
CCOC(=O)C1=C(C)NC(=O)CC1c1cc2c(cc1Br)OCO2 (stereo not drawn)	31%	-13%	-15%	0%	2%	11%	1%	23%	1%
Cc1cc(C)cc(N2CC(C(=O)OCC(=O)Nc3cc(C)on3)CC2=O)c1 (stereo not drawn)	30%	-2%	2%	43%	-2%	-9%	50µM*	28%	4%
O=C(NCc1cccnc1)C(=O)NCC(c1cccnc1)N1CCN(c2ccc(F)cc2)CC1 (stereo not drawn)	-23%	-19%	-9%	.	-11%	-1%	-22%[59 µM]	30%	3%
Clc1cccc(-c2cc3nc4c(c(NCc5ccco5)n3n2)CCCC4)c1	13%	-15%	51%[activator]	-7%	-9%	-4%	-5%[59 µM]	15%	-15%
CCOC(=O)c1c(C)c(C)n(Cc2cccc(OC)c2OC)c1C	-2%	-14%	-15%	-1%	-12%	-5%	?	-7%	-7%
O=C1CSC(c2cccnc2)N1Cc1ccc(Cl)cc1Cl (stereo not drawn)	20%	-2%	-4%	-5%	-1%	-3%	-1%	22%	-8%
COc1ccc(Cl)cc1C(=O)Nc1ccc(S(=O)(=O)N2CCCC2)cc1	0%	0%	-10%	-2%	0%	-3%	0%	23%	-3%
COc1ccc(C)cc1NC(=O)NNC(=O)C(C)Oc1ccc([N+](=O)[O-])cc1 (stereo not drawn)	23%	-11%	-14%	2%	0%	-16%	23%	24%	-6%
O=C(NCc1ccccc1)C(=O)NCC1CCCN1S(=O)(=O)c1cccs1 (stereo not drawn)	.	-4%	.	-8%	.	-2%	1%	3%	-13%
O=C(CSc1ncccn1)c1ccccc1Br	-20%	-9%	?	-5%	1%	5%	?	2%	-4%
CCOC(=O)c1ccc(NC(=O)CCc2ccc(C)o2)cc1	3%	-12%	-22%	-1%	-2%	?	-1%[59 µM]	8%	-9%
C[C@@]12C(=O)N(CC3CC3)CC(=O)N1[C@H](/C=C/c1ccccc1)[C@@H]1C(=O)N(c3ccccc3)C(=O)[C@@H]12	25%	3%	-15%	4%	1%	?	.	4%	-6%
CC(N)C(O)c1cccc(O)c1 (stereo not drawn)	.	.	-5%	-5%	3%	.	-24%[2.33 µM]	.	-7%[60.1 µM]
COC(=O)C1CSC(C(=O)OC)N1C(=O)CN1CCN(c2ccc(OC)cc2)CC1 (stereo not drawn)	-11%	-21%	-4%	0%	2%	-2%	-13%	-4%	-1%
CCn1c(/C=N/n2cnnc2)nc2ccccc21	?	2%	-10%	-7%	3%	-6%	18%	-11%	-2%
Cc1cccc(-c2nc(C)c(CCNC(=O)C(=O)Nc3c(C)cc(C)cc3C)s2)c1	20%	-14%	-2%	.	0%	3%	1%[59 µM]	9%	-2%[60.1 µM]
COc1cccc(CNC(=O)c2ccc3c(c2)S(=O)(=O)N=C2CCCCCN23)c1	-11%	-14%	-14%	55%	-1%	-15%	27%	12%	-1%
CC(NC(=O)COC(=O)C1CSC2(C)CCC(=O)N12)C12CC3CC(CC(C3)C1)C2 (stereo not drawn)	-1%	7%	?	-3%	-1%	-1%	3%	105%[activator]	-14%
COc1ccc(/C=N/N=C2\SC(CC(=O)O)C(=O)N2c2ccccc2)c(OC)c1 (stereo not drawn)	0%	-6%	-7%	-3%	-1%	-7%	2%	240%[activator]	-4%

Nine entries out of the list, ordered by number of heavy atoms, falling.
SMILES	Pol beta inh	POLH inh	Apoferritin bind	APE1 inh	BLM helicase inh	BAZ2B block	G9a inh	POLI inh	Pol kappa inh
C[C@@]12C(=O)N(CC3CC3)CC(=O)N1[C@H](/C=C/c1ccccc1)[C@@H]1C(=O)N(c3ccccc3)C(=O)[C@@H]12	25%	3%	-15%	4%	1%	?	.	4%	-6%
O=C(NCc1cccnc1)C(=O)NCC(c1cccnc1)N1CCN(c2ccc(F)cc2)CC1 (stereo not drawn)	-23%	-19%	-9%	.	-11%	-1%	-22%[59 µM]	30%	3%
Cc1cccc(-c2nc(C)c(CCNC(=O)C(=O)Nc3c(C)cc(C)cc3C)s2)c1	20%	-14%	-2%	.	0%	3%	1%[59 µM]	9%	-2%[60.1 µM]
COc1ccc(/C=N/N=C2\SC(CC(=O)O)C(=O)N2c2ccccc2)c(OC)c1 (stereo not drawn)	0%	-6%	-7%	-3%	-1%	-7%	2%	240%[activator]	-4%
COc1ccc(C)cc1NC(=O)NNC(=O)C(C)Oc1ccc([N+](=O)[O-])cc1 (stereo not drawn)	23%	-11%	-14%	2%	0%	-16%	23%	24%	-6%
Clc1cccc(-c2cc3nc4c(c(NCc5ccco5)n3n2)CCCC4)c1	13%	-15%	51%[activator]	-7%	-9%	-4%	-5%[59 µM]	15%	-15%
CCOC(=O)c1c(C)c(C)n(Cc2cccc(OC)c2OC)c1C	-2%	-14%	-15%	-1%	-12%	-5%	?	-7%	-7%
CCOC(=O)C1=C(C)NC(=O)CC1c1cc2c(cc1Br)OCO2 (stereo not drawn)	31%	-13%	-15%	0%	2%	11%	1%	23%	1%
CCn1c(/C=N/n2cnnc2)nc2ccccc21	?	2%	-10%	-7%	3%	-6%	18%	-11%	-2%
